Screening data deposited in PubChem by several laboratories.
WT yeast gro inh: growth inhibition of WT yeast, mitochondrial fusion screen; inhibition, % at 10 µM; 190,000 compounds, 2.1% hits; mitochondrial fusion phenotypic screen, WT strain; AID 1362; in the data active = inhibition above about 58%; tested in S. cerevisiae
XIAP antagonists: small molecules displacing peptide from XIAP – biochemical, IAP family, fluorescence polarization (AID 1018). 200,000 compounds, 0.007% hits. XIAP BIR domain, fluorescence polarization peptide displacement; higher % means a stronger effect. one-dose displacement, % at 20 µM; IC50 in µM for titrated hits; in the data active = displacement above about 50%; also: a part of the inactive calls stands beside numbers as strong as those of hits
Dynein cargo inh: blocks dynein driven cargo transport along microtubules; 3617.4 mouse cells, GR-EGFP nuclear translocation imaging; test concentration mostly 20 µM; stimulated with dexamethasone, 1 µM; active compounds read low; z-score, hits read low; 220,000 compounds, 0.47% hits; AID 1381;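 active = plate z-score of nuclear minus cytoplasmic receptor signal below a set negative limit, without overly bright fluorescence or cell loss, cut at about -3.5 in these data, passing the limit was not always enough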;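 also: z-score of nuclear minus cytoplasmic ring GR-EGFP intensity difference per well; some compounds called inactive have numbers as strong as hits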
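Schedule: 48 h induction, then 1 h compound, then 30 min agonist, 37 °C. Buffer or medium: tetracycline-free induction medium containing charcoal-stripped FBS. Reagent: 1.0 µM final dexamethasone stimulus. Evaluation: nuclear versus cytoplasmic GR-EGFP signal, averaged per well. Signal: high-content fluorescence imaging after fixation.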
Insulin prom up: MIN6 insulin promoter up-regulation; MIN6 insulin promoter-GFP reporter, high-content imaging; active compounds read high; z-score at 5 µM; 190,000 compounds, 0.3% hits; AID 1625;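 active = z-score above 3 at 5 µM with at least 500 cells counted in the well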
MT stabilizer: microtubule stabilizers in HeLa cells; HeLa tubulin immunostaining HCS, 24 h; share of cells brighter than vehicle mean+2SD; % tubulin-high responders, % at 10 µM; 200,000 compounds, 0.83% hits; AID 2205;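 active = plate Z-score above 3 for both tubulin-high and condensed-nucleus cell shares, with cell loss under 80%, at 10 µM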;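 also: anti alpha tubulin signal scored within the nucleus-defined area of each cell; some results filed as inactive read as strong as hits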
Autophagy mod: alters autophagy in cells. calls only at 10 µM (by protocol). 190,000 compounds, 0.98% hits. MEF GFP-LC3 puncta imaging; test concentration mostly 10 µM;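 active = percentage of spot-positive cells more than 3 SD above its plate mean, without a fluorescence outlier flag or 80% toxicity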;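 also: spot-positive cell cutoff set from DMSO-treated cells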
ER stress rescue: protection against thapsigargin-triggered cell killing – 384-well, CSM14.1, ATP luminescence, primary screen (AID 1222); CSM14.1 thapsigargin-induced death rescue, ATP luminescence; higher % means a stronger effect; one-dose cellular ATP content (survival), % at 20 µM; EC50 in µM for titrated hits; 190,000 tested, under 10 active;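 active = EC50 below 50 µM in the dose-response confirmation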;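 also: death triggered by thapsigargin at about 15 µM added after 2 h compound pretreatment; cell ATP read after overnight thapsigargin exposure of roughly 18 to 22 hours; normalized against plate controls of thapsigargin alone and 5% DMSO vehicle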
b-catenin transl: modulators of beta-catenin nuclear translocation; HeLa beta-catenin nuclear translocation, immunofluorescence imaging; nuclear translocation activity, % at 5 µM; 190,000 compounds, 0.3% hits; AID 1665;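 active = nuclear translocation activity above 50% at 5 µM, with a well cell count of 50 or more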;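 also: per-cell ratio of nuclear to cytoplasmic median beta-catenin stain intensity; plate controls were DMSO negative control for no effect and GSK-3 inhibitor IX positive control for full effect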
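Signal – beta-catenin immunofluorescence imaging with DAPI · Test system – human HeLa cell line · Dosing – 5 µM primary single dose, 0.1% DMSO, 0.02–20 µM confirmation series · Measure – % activation, nuclear-to-cytoplasmic median beta-catenin signal ratio per cell · Incubation – 24 h compound exposure at 37°C, 5% CO2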
Lipid droplet: modulators of hepatic lipid droplet formation; AML12 mouse hepatocytes, oleate lipid droplets, BODIPY imaging; inhibition, % at 6.5 µM; 240,000 compounds, 0.4% hits;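 active = lipid droplet intensity inhibited by at least 50%, with more than 500 cells counted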
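Test system: AML12 mouse liver cells; schedule: overnight exposure; technique: high-content imaging of BODIPY-stained droplets and DAPI nuclei; read-out: % inhibition of corrected integrated BODIPY droplet signal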
WT yeast gro inh mutant strain: second read-out of WT yeast gro inh, no call of its own (marks repeat the call); inhibition, %; mitochondrial fusion phenotypic screen, mutant strain inhibition
Dynein cargo inh cytoplasmic EGFP: recorded beside Dynein cargo inh, whose call it bears; z-score; measured here: cytoplasmic GR-EGFP intensity; active compounds read high
Dynein cargo inh nuclear GR-EGFP: also measured in Dynein cargo inh; calls as there; z-score; measured here: nuclear GR-EGFP intensity;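 lower value marks the stronger effect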
Dynein cargo inh cell count: second read-out of Dynein cargo inh, no call of its own (marks repeat the call); z-score; measured here: cell count per field
Insulin prom up cell count: recorded beside Insulin prom up, whose call it bears; cell count; measured here: cytotoxicity, nuclei count;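 total cells summed across four imaged fields per well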
Lipid droplet cells 6.5 µM: also measured in Lipid droplet; calls as there; cell count; measured here: cell count, cytotoxicity flag;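 cells counted across two imaged fields per well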
b-catenin transl cell count 5 µM: second read-out of b-catenin transl, no call of its own (marks repeat the call); cell count; measured here: cell count, cytotoxicity flag
MT stabilizer Hoechst-high %: second read-out of MT stabilizer, no call of its own (marks repeat the call); % Hoechst-high responders; measured here: nuclear condensation Hoechst responders;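 share of cells brighter than vehicle mean plus two SD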
MT stabilizer cytotoxicity %: also measured in MT stabilizer; calls as there; toxicity, %; measured here: cytotoxicity by cell density;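 0% = mean cell density of plate MIN control wells and 100% = no cells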
Autophagy mod cell loss 18 h: further read-out of Autophagy mod, marked with its call; toxicity, %; measured here: cell loss, nuclei count;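 cell loss after 18 h compound exposure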
Active calls of the source: *; i = inactive; · = not tested or not shown; + = active, no number.

SMILES	WT yeast gro inh	WT yeast gro inh mutant strain	XIAP antagonists	Dynein cargo inh	Dynein cargo inh cytoplasmic EGFP	Dynein cargo inh nuclear GR-EGFP	Dynein cargo inh cell count	Insulin prom up	Insulin prom up cell count	MT stabilizer	MT stabilizer Hoechst-high %	MT stabilizer cytotoxicity %	Autophagy mod	Autophagy mod cell loss 18 h	ER stress rescue	b-catenin transl	b-catenin transl cell count 5 µM	Lipid droplet	Lipid droplet cells 6.5 µM
CC1=C(C(=O)N2CCOCC2)C(c2ccc(O)cc2)NC(=S)N1 (stereo not drawn)	-1	-13	-7.7%	0.36	-0.3	-0.19	0.47	0.27	1301	1.4	3.6	8.7	i	3	-2.2%	-2.5	528	-6	687
O=P(Cc1ccccc1O)(c1ccccc1)c1ccccc1	-10	10	-4.9%	-0.88	-0.15	-0.22	1.4	0.03	1664	2.0	3.5	2.2	i	-13	2.8%	-2.2	1137	-5	635
COc1cccc(C2CC(c3cccc(C)c3)n3ncnc3N2)c1 (stereo not drawn)	13	-1	2.7%	2.6	-0.049	1.8	-2.1	0.58	1933	2.1	1.9	12	i	7	·	-2.4	1130	-19	707
O=C(CN1CCOCC1)OCCCc1ccccc1	5	-7	-0.1%	2.3	-0.09	1.2	-1.5	0.46	859	3.7	1.6	0.6	i	0	4.1%	-6.2	1207	-3	743
COn1c(SCc2cccc(Cl)c2)nc2ccccc2c1=O	51	15	-1.0%	-0.32	-0.25	-0.8	0.54	0.05	1574	2.3	1.5	2.0	i	-1	-0.1%	-2.5	1419	·	·
[O-]/[N+](=C\c1cccc(Br)c1)c1ccccc1	9	-8	2.1%	-0.98	-0.21	-0.66	1.2	-0.02	1059	2.0	2.0	0.6	i	3	0.0%	-0.3	1050	2	721
Cc1cc(C)c(-c2csc(Cc3nc(-c4cc5ccccc5oc4=O)cs3)n2)cc1C	-11	-15	-11%	-0.38	-0.23	-0.44	0.74	0.04	1069	3.3	7.2	5.9	i	-11	-1.0%	18	859	-31	608
COc1ccccc1CNC(=O)c1ccc(OC(F)F)c(OC)c1	4	-5	-0.2%	-0.61	-0.25	-0.58	0.53	-0.5	1571	4.2	3.0	2.3	i	4	-0.5%	0.3	1079	2	693
Cc1c(-c2nc(N)nc(Nc3ccccc3F)n2)oc2ccccc12	-8	-7	-3.4%	0.42	-0.28	-0.44	-0.6	-1.2	1332	17	12	26	i	3	-3.7%	-0.3	1026	23	779
Cc1cc2c(cc(C(=O)OCC(=O)NCc3cccs3)n2C(C)C)o1	-114	-16	-4.1%	-0.34	-0.25	0.022	0.17	-1.8	1039	30*	49*	55*	+	64*	·	65*	413*	-137	396
CCSc1nnc(NC(=O)CSc2nnc(C)c(=O)n2N)s1	16	-3	-7.1%	0.33	-0.23	0.38	-0.74	1.4	1198	4.3	1.2	9.8	i	3	-1.8%	-0.1	1086	3	707
O=C(O)CSc1nccc2ccccc12	-2	-7	-3.0%	0.99	-0.17	1.2	-0.99	0.63	1509	3.7	2.3	11	i	-10	-1.8%	0.2	947	-6	680
Cc1ccc(NC(=O)C2CCCN(S(=O)(=O)c3c(C)noc3C)C2)cc1 (stereo not drawn)	3	8	-0.4%	1.7	-0.19	1.3	-1	-0.19	1278	2.6	1.3	1.0	i	24	-7.6%	0.4	1074	2	725
CCOC(=O)N1CCN(C(=O)CN2C(=O)COc3ccc(C)cc32)CC1	-5	-1	-3.5%	-0.025	-0.15	0.33	1.1	0.62	881	2.7	1.6	11	i	7	·	2.4	974	3	749
Cc1ccc(C(=O)N2CCCC2)cc1S(=O)(=O)Nc1ccccc1	-3	11	-3.7%	2.9	-0.21	2	-2.1	-0.1	1198	3.3	0.5	32	i	-2	·	·	·	0	630
CCOC(=O)c1sc(/N=C/c2c(O)ccc3ccccc23)cc1C	0	18	-6.5%	-1.1	1.6	0.24	0.37	0.11	1451	5.3	2.3	8.6	i	2	-3.1%	-1.0	964	10	642
COc1ccc(C(=O)NCCn2cc(SCC(=O)Nc3cc(C)on3)c3ccccc32)cc1OC	16	0	-3.0%	-0.083	-0.19	0.41	-0.9	-0.16	1603	5.4	2.2	11	i	-2	-0.9%	0.9	1297	·	·
CC(C)(C)n1nnnc1C(c1ccccc1F)N1CCN(C2CCCC2)CC1 (stereo not drawn)	-9	1	-15%	-0.42	-0.2	0.16	0.13	-0.36	1177	7.4	3.2	11	i	-8	3.7%	-7.2	1242	8	755
CC(C)C(NC(=O)c1ccccc1NC(=O)c1ccco1)C(=O)NNC(=O)c1ccncc1 (stereo not drawn)	·	·	·	0.29	-0.23	0.021	0.021	-0.47	1116	·	·	·	·	·	·	0.9	1283	5	717
O=C1OC(Nc2ccc3ncccc3c2)c2ccccc21 (stereo not drawn)	-3	-7	-7.5%	-0.25	-0.32	0.058	0.62	0.95	1945	0.6	0.8	10	i	-1	0.2%	0.1	971	1	675
CC(=O)c1cccc(NC2c3ccccc3C(=O)N2Cc2ccc3c(c2)OCO3)c1 (stereo not drawn)	6	-1	-13%	0.69	-0.25	0.61	0.51	·	·	3.1	2.2	0.5	i	-7	·	-3.7	1160	4	654
Cc1ccc2nc(SCC(=O)c3c[nH]c4ccccc34)[nH]c2c1	-4	2	-4.8%	-0.28	0.1	0.63	-0.9	2.5	1396	4.9	2.0	8.3	i	10	-3.3%	-0.6	1366	19	616
CCOC(=O)c1c(NC(=O)C2=C(C)NC(=S)NC2c2ccc(C)cc2)sc(C)c1C (stereo not drawn)	8	-1	19%	-0.043	-0.16	0.029	-0.5	-0.93	1139	4.4	3.9	5.4	i	7	-2.4%	0.6	1004	22	668
COc1ccc(CNC(=O)/C=C/c2cc3c(cc2Br)OCO3)cc1	-4	11	-4.4%	0.14	-0.21	-0.24	0.7	-0.26	1414	2.3	2.2	7.0	i	13	-0.8%	0.0	804	·	·
Cc1cc(NC(=O)CC#N)n(-c2ccccc2)n1	1	-4	-8.3%	-0.33	-0.29	0.21	0.21	-0.87	1134	1.5	1.9	4.5	i	24	1.8%	-0.9	1121	0	707
CC(C)(C)c1cc(Br)c(O)c(N=Nc2ccc(S(=O)(=O)N3CCOCC3)cc2)c1	32	-8	-0.4%	-0.78	-0.19	-0.46	-0.15	-0.8	1133	2.2	1.4	1.7	i	1	1.7%	1.4	1047	56*	558*
CC1(C)CC(=O)c2c(oc3ccc(NS(=O)(=O)c4ccc(C(=O)O)cc4)cc23)C1	-5	1	-5.6%	-0.74	-0.18	-0.34	0.52	-0.84	1232	7.5	1.5	10	i	0	0.3%	3.7	1053	-7	698
O=S(=O)(Nc1cccc(CCc2ccccn2)c1)c1cc(Cl)ccc1Cl	·	·	·	1.1	-0.043	0.52	-0.26	-0.15	955	·	·	·	·	·	·	1.8	1296	-27	630
O=C(Nc1ccc(C(=O)O)cc1)/C(=C/c1ccc([N+](=O)[O-])cc1)NC(=O)c1ccccc1	-2	0	-6.0%	-0.46	-0.21	-0.27	0.62	0.02	1533	6.2	1.5	3.6	i	-12	-0.6%	-4.0	1145	12	682
CC(C)(C)NC(=O)C(=O)NNC(=O)COc1ccc(Br)cc1	6	-16	-8.1%	0.67	-0.18	0.56	-1.3	·	·	2.4	2.4	1.3	i	3	-5.2%	0.9	961	0	579
COc1ccc(Cn2c(O)c(/C=N/NC(=O)c3cccnc3)c3ccccc3c2=O)cc1	28	32	-7.7%	-0.75	-0.34	0.34	1.1	1	1371	3.8	1.5	9.0	i	20	·	-2.6	1039	13	730
CCCCOC(=O)Nc1ccc(C(=O)OC)cc1	-2	5	-6.2%	-0.65	-0.29	-0.15	0.18	0.57	1208	3.9	2.7	5.8	i	-12	0.0%	0.9	1163	·	·
COc1cccc(C(c2nnnn2Cc2ccco2)N2CCN(Cc3ccccc3)CC2)c1OC (stereo not drawn)	-7	-17	-7.5%	0.013	-0.17	-0.048	-0.57	·	·	2.7	3.7	6.6	i	5	4.1%	0.7	1501	-22	579
CCn1c(NC(=O)Nc2cccc(C)c2C)cc2sccc21	17	11	-2.2%	-0.68	-0.071	-0.1	2	0.29	996	8.1	3.6	8.2	i	7	2.8%	-6.5	1140	·	·
Cc1cccc(C)c1NC(=O)Nc1cccs1	-9	-10	-3.0%	-0.53	-0.17	-0.021	0.34	0.48	872	1.4	1.2	5.1	i	5	-0.6%	·	·	10	766

Profiles, quoted from the list:
CCn1c(NC(=O)Nc2cccc(C)c2C)cc2sccc21 as listed: WT yeast gro inh: 17; WT yeast gro inh mutant strain: 11; XIAP antagonists: -2.2%; Dynein cargo inh: -0.68; Dynein cargo inh cytoplasmic EGFP: -0.071; Dynein cargo inh nuclear GR-EGFP: -0.1; Dynein cargo inh cell count: 2; Insulin prom up: 0.29; Insulin prom up cell count: 996; MT stabilizer: 8.1; MT stabilizer Hoechst-high %: 3.6; MT stabilizer cytotoxicity %: 8.2; Autophagy mod: i; Autophagy mod cell loss 18 h: 7; ER stress rescue: 2.8%; b-catenin transl: -6.5; b-catenin transl cell count 5 µM: 1140; Lipid droplet: ·; Lipid droplet cells 6.5 µM: ·
Cc1cccc(C)c1NC(=O)Nc1cccs1 as listed: WT yeast gro inh: -9; WT yeast gro inh mutant strain: -10; XIAP antagonists: -3.0%; Dynein cargo inh: -0.53; Dynein cargo inh cytoplasmic EGFP: -0.17; Dynein cargo inh nuclear GR-EGFP: -0.021; Dynein cargo inh cell count: 0.34; Insulin prom up: 0.48; Insulin prom up cell count: 872; MT stabilizer: 1.4; MT stabilizer Hoechst-high %: 1.2; MT stabilizer cytotoxicity %: 5.1; Autophagy mod: i; Autophagy mod cell loss 18 h: 5; ER stress rescue: -0.6%; b-catenin transl: ·; b-catenin transl cell count 5 µM: ·; Lipid droplet: 10; Lipid droplet cells 6.5 µM: 766
